FadD28 FP inh: blocks FadD28 binding to the bisubstrate probe | fluorescence polarization | inhibition, % at 12.5 µM | 360,000 compounds, 0.22% hits; in the data active = inhibition above about 8.5%, passing the limit was not always enough; inconclusive = no clear call, values can overlap the other calls
Mtb UGM inh: Mtb UDP-galactopyranose mutase inhibition; purified UGM, fluorescence polarization probe displacement; inhibition, % at 10 µM; 320,000 compounds, 0.06% hits; in the data active = inhibition above about 10%, passing the limit was not always enough; inconclusive = no clear call, values can overlap the other calls
Target sequence (P9WIQ1 whole entry, looked up): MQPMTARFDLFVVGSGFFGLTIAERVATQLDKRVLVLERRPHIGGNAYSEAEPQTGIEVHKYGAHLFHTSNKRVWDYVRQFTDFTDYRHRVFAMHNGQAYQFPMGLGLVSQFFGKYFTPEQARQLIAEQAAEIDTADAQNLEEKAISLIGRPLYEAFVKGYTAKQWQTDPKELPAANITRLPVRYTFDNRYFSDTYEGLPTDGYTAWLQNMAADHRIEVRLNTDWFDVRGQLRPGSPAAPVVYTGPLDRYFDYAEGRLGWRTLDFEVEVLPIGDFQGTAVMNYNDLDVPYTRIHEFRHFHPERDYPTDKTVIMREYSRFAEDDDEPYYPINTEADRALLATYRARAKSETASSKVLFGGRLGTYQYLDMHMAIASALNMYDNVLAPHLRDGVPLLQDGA
TcdB inh: TcdB glycohydrolase inhibition. AID 652162. 350,000 compounds, 0.24% hits. inhibition, % at 9.99 µM. TcdB glycohydrolase enzymatic assay, plate reader. P18177; in the data active = inhibition above about 10%
GDH-TPI counter: inhibits GDH-TPI coupling enzymes, artifact for Mtb FBA screen | GDH-TPI coupled enzyme counterscreen, NADH absorbance | inhibition, % at 4.8 µM | 360,000 compounds, 1.2% hits | AID 588335; in the data active = inhibition above about 30%;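 also: 0% = DMSO wells and 100% = wells lacking the enzyme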
BioA inh: BioA (M. tuberculosis) enzyme inhibition. inhibition, % at 9.99 µM. 360,000 compounds, 0.096% hits. AID 602481. purified M. tuberculosis BioA enzyme, plate reader; in the data active = inhibition above about 40%; inconclusive = no clear call, values can overlap the other calls
Mtb FBA inh: Mtb fructose-bisphosphate aldolase inhibition; P9WQA3; AID 588726; inhibition, % at 1 µM; purified M. tuberculosis FBA, fluorescence read-out; 360,000 compounds, 2.3% hits; in the data active = inhibition above about 27%;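 also: 0% = vehicle and 100% = reference inhibitor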
Target sequence (P9WQA3 whole entry, looked up): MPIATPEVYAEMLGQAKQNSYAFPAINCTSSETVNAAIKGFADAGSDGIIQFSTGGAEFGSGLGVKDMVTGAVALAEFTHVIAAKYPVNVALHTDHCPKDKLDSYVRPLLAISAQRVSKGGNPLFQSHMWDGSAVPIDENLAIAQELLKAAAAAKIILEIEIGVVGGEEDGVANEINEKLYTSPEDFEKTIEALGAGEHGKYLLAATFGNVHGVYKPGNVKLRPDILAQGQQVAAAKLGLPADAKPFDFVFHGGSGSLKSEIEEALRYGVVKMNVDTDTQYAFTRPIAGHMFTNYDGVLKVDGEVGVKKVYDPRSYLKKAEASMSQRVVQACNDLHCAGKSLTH
Vc quorum ag: induces V. cholerae light production without autoinducers. activation, % at 18.7 µM. 350,000 compounds, 0.16% hits. V. cholerae BH1578 lux reporter, luminescence, 6 h; in the data active = activation mostly above about 9.7%, no sharp cut-off; inconclusive = no clear call, values can overlap the other calls; inactive = mostly below about 3.7%; also: not every result past the cut was called active; inactives centre near 0; reference of the scale not given here
Y pestis TopoI: Y. pestis Topo-I inhibition via cleavage products | Y. pestis Topo-I cleavage product accumulation, plate reader | activity, % at 10 µM | 360,000 compounds, 0.064% hits | AID 504884; in the data active = activity above about 50%, passing the limit was not always enough; inconclusive = no clear call, values can overlap the other calls; also: inactives centre near 2
PfHsp40 rescue: rescue of PfHsp40-mediated yeast toxicity | growth rescue, % at 12.5 µM | S. cerevisiae expressing PfHsp40, growth rescue, ATP luminescence | AID 504582 | 340,000 compounds, 0.68% hits; in the data active = growth rescue above about 28%, passing the limit was not always enough; inconclusive = no clear call, values can overlap the other calls;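 also: yeast W303a lacking pdr1 and pdr3 grown in galactose medium; growth measured after three days at 30 °C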
Starred values were filed as active, the others as inactive.

How did CC(O)(CS(=O)(=O)Cc1ccccc1)C(=O)Nc1ccc(C(F)(F)F)cc1 (stereo unspecified) do in these assays?
FadD28 FP inh: -0.9; Mtb UGM inh: -0.8; GDH-TPI counter: 7; BioA inh: 0.5; Mtb FBA inh: 3; Vc quorum ag: inactive; Y pestis TopoI: 12; PfHsp40 rescue: 1.4

How did CC(C)NC(=O)c1ccccc1-c1ccccc1 do in these assays?
FadD28 FP inh: -2.3; Mtb UGM inh: -1.2; GDH-TPI counter: 12; BioA inh: -0.2; Mtb FBA inh: 15; Vc quorum ag: -0.2; Y pestis TopoI: 5; PfHsp40 rescue: 0.3

How did Cn1c(=O)c(Oc2ccc(F)cc2)c(O)c2ccccc21 do in these assays?
FadD28 FP inh: -2.2; Mtb UGM inh: 2.5; TcdB inh: 1.4; GDH-TPI counter: -3; Mtb FBA inh: 14; Vc quorum ag: -0.3; Y pestis TopoI: 0; PfHsp40 rescue: 0.6

How did CC1CN(CC(=O)NN=C(c2ccccc2)c2ccccc2)CC(C)O1 (stereo unspecified) do in these assays?
FadD28 FP inh: 0.1; Mtb UGM inh: -1.7; TcdB inh: 1.3; GDH-TPI counter: -6; Mtb FBA inh: 2; Vc quorum ag: -0.3; Y pestis TopoI: 4; PfHsp40 rescue: -2.3

How did CCCN1CCN(C(=O)Cn2ncc3ccccc32)CC1 do in these assays?
FadD28 FP inh: 0.6; Mtb UGM inh: -0.8; TcdB inh: 0.1; GDH-TPI counter: 4; BioA inh: 0.1; Mtb FBA inh: 2; Vc quorum ag: -0.2; Y pestis TopoI: 5; PfHsp40 rescue: 1.5

What do the screens show for `CCc1ccc(NC(=O)CSc2nc3ncc(Br)cc3[nH]2)cc1`?
FadD28 FP inh: -0.4; Mtb UGM inh: -1.8; TcdB inh: -2.2; GDH-TPI counter: 2; BioA inh: -0.4; Mtb FBA inh: 2; Vc quorum ag: inactive; Y pestis TopoI: 13; PfHsp40 rescue: 0.5

How did O=C(O)CCCCNS(=O)(=O)/C=C/c1ccccc1 do in these assays?
FadD28 FP inh: -3.7; Mtb UGM inh: -0.8; TcdB inh: -0.4; GDH-TPI counter: 1; Mtb FBA inh: -5; Vc quorum ag: inactive; Y pestis TopoI: -1; PfHsp40 rescue: -2.3

How did CCCCN(C)C1CCN(C(=S)Nc2cccc(OC)c2)CC1 do in these assays?
FadD28 FP inh: -5.2; Mtb UGM inh: 0.9; TcdB inh: 1.2; GDH-TPI counter: 0; BioA inh: 0.2; Mtb FBA inh: 0; Vc quorum ag: 0.4; Y pestis TopoI: 0; PfHsp40 rescue: -0.8

What do the screens show for `Cc1ccc(Oc2c(F)c(F)nc(N3CCCC3)c2F)cc1`?
FadD28 FP inh: -3.6; Mtb UGM inh: 5.7; TcdB inh: 0.4; GDH-TPI counter: -2; Mtb FBA inh: -7; Vc quorum ag: -0.3; Y pestis TopoI: -5; PfHsp40 rescue: -1.0

How did COc1ccc(C2/C=C\CC(OCc3ccccc3)CC(=O)N2Cc2cccc(F)c2)cc1 (stereo unspecified) do in these assays?
FadD28 FP inh: -0.2; TcdB inh: 1.2; GDH-TPI counter: 4; BioA inh: -0.5; Mtb FBA inh: 0; Vc quorum ag: -1.0; Y pestis TopoI: 46; PfHsp40 rescue: 1.7

Results for COc1ccc(-c2csc(NC(=O)c3cccc(S(=O)(=O)N4CCN(C)CC4)c3)n2)cc1 ?
FadD28 FP inh: -7.2; Mtb UGM inh: 2.1; GDH-TPI counter: 0; BioA inh: -0.6; Mtb FBA inh: -2; Y pestis TopoI: -11; PfHsp40 rescue: -0.5

How did CC(=O)Nc1sc(C)c(C)c1C(=O)OCC(=O)N(CCC#N)c1cc(C)cc(C)c1 do in these assays?
FadD28 FP inh: -0.4; TcdB inh: 1.1; GDH-TPI counter: 2; Mtb FBA inh: -2; Vc quorum ag: -0.6; Y pestis TopoI: 16; PfHsp40 rescue: -0.5

How did CS(=O)(=O)Nc1ccccc1C(=O)O do in these assays?
FadD28 FP inh: 0.3; Mtb UGM inh: 2.7; GDH-TPI counter: 9; BioA inh: -0.7; Mtb FBA inh: 28*; Vc quorum ag: -0.3; Y pestis TopoI: 8; PfHsp40 rescue: -0.4

Results for Cc1c(-c2cccc(Cl)c2)nc2ccccc2c1C(=O)OCC(=O)N(C)C1CCS(=O)(=O)C1 (stereo unspecified) ?
FadD28 FP inh: -2.1; Mtb UGM inh: 3.4; TcdB inh: 6.5; GDH-TPI counter: 10; BioA inh: -1.5; Mtb FBA inh: 1; Vc quorum ag: -0.9; Y pestis TopoI: -12; PfHsp40 rescue: -0.5

How did COC(=O)CCCCCCCCCC[N+]1(C)CCCCC1 do in these assays?
FadD28 FP inh: -0.2; Mtb UGM inh: -1.5; GDH-TPI counter: 4; Mtb FBA inh: -1; Vc quorum ag: -0.5; Y pestis TopoI: 4; PfHsp40 rescue: -0.9

Already shown: an excerpt of the list.
Results for Cc1c(-c2cccc(Cl)c2)nc2ccccc2c1C(=O)OCC(=O)N(C)C1CCS(=O)(=O)C1 (stereo unspecified) ?
FadD28 FP inh: -2.1; Mtb UGM inh: 3.4; TcdB inh: 6.5; GDH-TPI counter: 10; BioA inh: -1.5; Mtb FBA inh: 1; Vc quorum ag: -0.9; Y pestis TopoI: -12; PfHsp40 rescue: -0.5

How did COC(=O)CCCCCCCCCC[N+]1(C)CCCCC1 do in these assays?
FadD28 FP inh: -0.2; Mtb UGM inh: -1.5; GDH-TPI counter: 4; Mtb FBA inh: -1; Vc quorum ag: -0.5; Y pestis TopoI: 4; PfHsp40 rescue: -0.9

The results go on:
How did CCOc1ccc(/C=N/Nc2ccc(Cl)nn2)c(O)c1 do in these assays?
FadD28 FP inh: -2.0; Mtb UGM inh: -5.2; TcdB inh: 1.3; GDH-TPI counter: 11; BioA inh: -1.5; Mtb FBA inh: 4; Vc quorum ag: -0.1; Y pestis TopoI: 7; PfHsp40 rescue: -0.4

What do the screens show for `COC(=O)C1CCN(C(=O)COc2ccc(S(=O)(=O)N3CCOCC3)cc2Cl)CC1`?
FadD28 FP inh: -1.7; Mtb UGM inh: -0.7; TcdB inh: -1.0; GDH-TPI counter: 4; BioA inh: -1.1; Mtb FBA inh: 0; Vc quorum ag: 0.3; Y pestis TopoI: 3; PfHsp40 rescue: -1.5

Results for Cc1ccc(S(=O)(=O)/N=S(\C)C(C)C)cc1 (stereo unspecified) ?
FadD28 FP inh: 0.7; GDH-TPI counter: 4; Mtb FBA inh: -5; Vc quorum ag: -0.2; Y pestis TopoI: 0; PfHsp40 rescue: -0.5

Results for O=C(CN1CCCC1)NCc1ccccc1 ?
FadD28 FP inh: -0.4; Mtb UGM inh: 3.5; TcdB inh: 0.5; GDH-TPI counter: 2; BioA inh: 19; Mtb FBA inh: 0; Vc quorum ag: -0.8; Y pestis TopoI: 2; PfHsp40 rescue: -2.0

Results for COc1cc(/C=N/O)ccc1Oc1cnccn1 ?
Mtb UGM inh: -2.4; TcdB inh: -0.2; GDH-TPI counter: 2; BioA inh: -3.0; Mtb FBA inh: 3; Vc quorum ag: inactive; Y pestis TopoI: -7; PfHsp40 rescue: -1.0

What do the screens show for `O=C(c1cc(Cl)nc2ccccc12)N1CCN(S(=O)(=O)c2ccccc2[N+](=O)[O-])CC1`?
FadD28 FP inh: -1.2; Mtb UGM inh: 3.2; TcdB inh: -2.0; GDH-TPI counter: -9; BioA inh: 2.0; Mtb FBA inh: 1; Vc quorum ag: -0.3; Y pestis TopoI: 9; PfHsp40 rescue: 0.6

Results for CCn1c(COc2ccccc2)nc2ccccc21 ?
FadD28 FP inh: -4.1; Mtb UGM inh: 0.0; GDH-TPI counter: 5; BioA inh: 0.1; Mtb FBA inh: 1; Vc quorum ag: inactive; Y pestis TopoI: 11; PfHsp40 rescue: 0.3

How did CN1CCN(c2ccccc2NC(=O)c2ccc(-c3ccc(Cl)cc3Cl)o2)CC1 do in these assays?
FadD28 FP inh: -3.4; Mtb UGM inh: -0.4; GDH-TPI counter: 18; BioA inh: 0.1; Mtb FBA inh: 2; Vc quorum ag: inactive; Y pestis TopoI: 10; PfHsp40 rescue: -0.5

Results for O=C(COC(=O)/C=C/c1ccc(F)cc1)NC1CC1 ?
FadD28 FP inh: -0.3; Mtb UGM inh: 1.2; TcdB inh: 0.0; GDH-TPI counter: 10; BioA inh: 0.1; Mtb FBA inh: 5; Vc quorum ag: -2.1; Y pestis TopoI: 6; PfHsp40 rescue: -0.9

How did COC(=O)CN(c1cccc(C)c1)S(=O)(=O)c1ccccc1 do in these assays?
FadD28 FP inh: -0.5; Mtb UGM inh: -0.5; TcdB inh: 1.0; GDH-TPI counter: -2; BioA inh: -1.8; Mtb FBA inh: -2; Vc quorum ag: inactive; Y pestis TopoI: 10; PfHsp40 rescue: 0.2

What do the screens show for `Cc1ccc(NC(=O)COc2ccc(Br)cn2)cc1`?
FadD28 FP inh: -3.0; Mtb UGM inh: -0.6; TcdB inh: -2.1; GDH-TPI counter: 12; BioA inh: -0.8; Mtb FBA inh: 4; Vc quorum ag: -0.8; Y pestis TopoI: 5; PfHsp40 rescue: -0.6

Results for O=C(c1ccc2c(c1)OCO2)C1CCCN(Cc2ccc(F)c(F)c2)C1 (stereo unspecified) ?
FadD28 FP inh: -0.2; Mtb UGM inh: 0.6; TcdB inh: 0.0; GDH-TPI counter: 3; BioA inh: 0.6; Mtb FBA inh: 3; Vc quorum ag: -0.6; Y pestis TopoI: 7; PfHsp40 rescue: -0.1

Results for Clc1ccccc1-c1nnc(-c2ccccc2Cl)o1 ?
FadD28 FP inh: -2.6; Mtb UGM inh: 1.9; GDH-TPI counter: -7; BioA inh: 0.2; Mtb FBA inh: 2; Vc quorum ag: 0.9; Y pestis TopoI: 0; PfHsp40 rescue: 4.0

What do the screens show for `O=C1CCC([N+](=O)[O-])C(c2ccccc2C(F)(F)F)N1` (stereo unspecified)?
FadD28 FP inh: -1.9; Mtb UGM inh: 0.0; TcdB inh: -1.3; GDH-TPI counter: -9; BioA inh: -1.1; Mtb FBA inh: 2; Vc quorum ag: inactive; Y pestis TopoI: 0; PfHsp40 rescue: -1.8

How did CC(=O)N1CCN(C(=O)c2ccc3oc(CCCc4ccccc4)nc3c2)CC1 do in these assays?
FadD28 FP inh: -0.3; Mtb UGM inh: 2.0; TcdB inh: 0.2; GDH-TPI counter: 10; BioA inh: 0.4; Mtb FBA inh: -3; Vc quorum ag: 6.7; Y pestis TopoI: 6; PfHsp40 rescue: 0.0

What do the screens show for `O=C1Nc2ccccc2C1=Nc1ccc(S(=O)(=O)Nc2nccs2)cc1`?
FadD28 FP inh: -1.1; Mtb UGM inh: 1.0; TcdB inh: -0.2; GDH-TPI counter: 17; BioA inh: 0.0; Mtb FBA inh: 0; Vc quorum ag: inactive; Y pestis TopoI: 0; PfHsp40 rescue: 1.8

Results for Cc1c(NC(=O)CSc2nnc(Nc3ccccc3)s2)c(=O)n(-c2ccccc2)n1C ?
FadD28 FP inh: 0.0; Mtb UGM inh: -1.5; GDH-TPI counter: 17; Mtb FBA inh: -2; Vc quorum ag: -0.6; Y pestis TopoI: -3; PfHsp40 rescue: 1.4

What do the screens show for `Cc1ccc(NC(=O)c2cncc(Br)c2)c(O)c1`?
FadD28 FP inh: -0.2; Mtb UGM inh: -2.1; TcdB inh: -0.1; GDH-TPI counter: 3; Mtb FBA inh: 3; Vc quorum ag: -1.6; Y pestis TopoI: -9; PfHsp40 rescue: 1.0

How did Cc1cc(Br)ccc1NC(=O)c1ccco1 do in these assays?
FadD28 FP inh: -4.7; Mtb UGM inh: 0.2; TcdB inh: 3.3; GDH-TPI counter: 5; BioA inh: -0.2; Mtb FBA inh: 2; Vc quorum ag: -0.6; Y pestis TopoI: 1; PfHsp40 rescue: -1.3

What do the screens show for `CC(=O)N1CCc2cc(Br)cc(S(=O)(=O)N3CCc4ccccc43)c21`?
FadD28 FP inh: -7.1; Mtb UGM inh: -1.1; TcdB inh: 0.5; GDH-TPI counter: -5; Mtb FBA inh: -3; Vc quorum ag: inactive; Y pestis TopoI: 46; PfHsp40 rescue: inconclusive

What do the screens show for `Cc1cc(NC(=O)CSCC(=O)N(C)Cc2c(F)cccc2Cl)no1`?
FadD28 FP inh: 0.8; Mtb UGM inh: -0.7; TcdB inh: 0.7; GDH-TPI counter: 4; BioA inh: 2.9; Mtb FBA inh: 0; Vc quorum ag: 0.3; Y pestis TopoI: -8; PfHsp40 rescue: 0.3
